# Source: PubChem BioAssay
# ARNT-TACC3 inh: ARNT/TACC3 interaction disruption; AlphaScreen His-ARNT PAS-B/GST-TACC3 binding, luminescence; TACC3 fragment carries E629A point mutation; inhibition, % at 9.99 µM; 390,000 tested, 0.66% active; AID 623870;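 active = mean inhibition of replicates at least 50% and at least half of replicates each reaching 50%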;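 note: 0% = complete ARNT plus TACC3 wells and 100% = ARNT alone without TACC3; many hits fall short of the cut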
# esBAF inh: inhibitors of esBAF chromatin remodeling in mouse ES cells. reporter increase, % at 12.5 µM. 350,000 tested, 2% active. AID 602393. Bmi1-luciferase knock-in reporter, 24 h; 100% = twice the neutral-well signal; in the data active = activation above about 40%;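 note: 0% = median of the plate's neutral control wells and 100% = double that signal; a rise in the Bmi1 reporter signal indicates esBAF inhibition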
# XiGFP reactiv: reactivates the inactive X chromosome in mouse fibroblasts. activation, % at 7.58 µM. XiGFP mouse fibroblasts, % GFP-positive cells imaging, 3 d; cells co-treated with 5-aza-dC sensitizer; scaled so ellipticine positive control = 100%. AID 743238. 360,000 tested, 0.055% active;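 active = mean normalized replicate activation at least 10% and every replicate at or above 10%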;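 note: 0% = median of on-plate neutral control wells and 100% = ellipticine 6 µM median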
#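 System: 68-5-11 XiGFP fibroblast line; Timing: 3 days compound exposure; Compound dosing: one concentration, pinned; Benchmarks: positive control ellipticine, 6 µM final; Buffer or medium: DMEM containing 5-aza-dC.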
# ERAP1 inh: ERAP1 (human) enzyme inhibition; recombinant ERAP1, Leu-AMC fluorescence, 60 min; inhibition, % at 10.7 µM; 340,000 tested, 0.15% active; AID 652197;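 active = mean replicate inhibition of at least 30%, or all replicates individually reaching that 30% level; inactive = mean below 30% and not every replicate reaching it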;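 note: 0% = neutral control wells and 100% = L-leucinethiol positive control wells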
# Target sequence (Q9NZ08 whole entry, looked up): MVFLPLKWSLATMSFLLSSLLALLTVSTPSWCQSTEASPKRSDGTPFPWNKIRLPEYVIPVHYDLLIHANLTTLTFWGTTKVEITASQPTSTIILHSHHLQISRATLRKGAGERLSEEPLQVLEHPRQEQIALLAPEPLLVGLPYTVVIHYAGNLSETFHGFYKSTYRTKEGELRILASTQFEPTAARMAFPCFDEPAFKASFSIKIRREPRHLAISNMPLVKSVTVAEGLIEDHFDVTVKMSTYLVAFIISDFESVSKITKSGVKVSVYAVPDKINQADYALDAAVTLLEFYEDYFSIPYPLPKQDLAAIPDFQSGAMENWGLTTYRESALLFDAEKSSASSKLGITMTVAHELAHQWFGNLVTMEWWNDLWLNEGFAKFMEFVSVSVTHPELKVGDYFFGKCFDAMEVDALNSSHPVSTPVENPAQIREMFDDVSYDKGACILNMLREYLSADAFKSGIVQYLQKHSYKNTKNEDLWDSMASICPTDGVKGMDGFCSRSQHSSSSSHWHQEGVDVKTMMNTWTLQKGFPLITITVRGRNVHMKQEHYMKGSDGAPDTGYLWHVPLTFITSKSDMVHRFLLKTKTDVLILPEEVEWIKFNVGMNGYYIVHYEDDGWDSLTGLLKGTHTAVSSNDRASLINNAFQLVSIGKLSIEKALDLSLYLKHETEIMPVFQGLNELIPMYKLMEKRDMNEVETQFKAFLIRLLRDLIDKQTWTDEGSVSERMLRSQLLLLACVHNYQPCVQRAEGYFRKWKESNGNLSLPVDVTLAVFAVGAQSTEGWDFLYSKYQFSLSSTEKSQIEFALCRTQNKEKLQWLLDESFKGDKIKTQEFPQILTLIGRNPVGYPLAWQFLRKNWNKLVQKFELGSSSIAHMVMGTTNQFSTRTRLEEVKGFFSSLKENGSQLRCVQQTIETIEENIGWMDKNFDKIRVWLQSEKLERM
# RAD52 anneal inh: blocks human RAD52 DNA annealing; P43351; inhibition, % at 18.7 µM; 360,000 tested, 0.46% active; recombinant RAD52 DNA annealing, FRET fluorescence;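 active = every replicate showing at least 50% inhibition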
# INS-1E GSIS act: primary screen for activators of insulin secretion dependent on glucose, INS-1E cells, GLuc reporter luminescence | activation, % at 16.6 µM | 370,000 tested, 0.61% active | INS-1E GLuc reporter insulin secretion, 2-3 h | AID 743287;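 active = lowest replicate activation of at least 40%, so every replicate reaches that level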;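 note: 0% = median of neutral control wells and 100% = median of IBMX positive control wells; some compounds called inactive have numbers as strong as hits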
# F508del corr: correctors of CFTR F508del function in bronchial epithelial cells | CFBE cells, YFP halide quenching; stimulated with forskolin plus potentiator P3; % fluorescence drop versus neutral controls | activity (quench increase), % at 7.58 µM | 350,000 tested, 0.36% active | AID 720511;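 active = mean added fluorescence quench of at least 8% versus neutral control, with both replicates also reaching 8%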;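 note: cells transiently co-express mutant CFTR-F508del with the halide-sensitive YFP; corrector assay measuring rescue of mutant channel to the surface after 24 h compound exposure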
# RAD54 branch: RAD54 (human) branch migration inhibition. Q92698. RAD54 Holliday junction branch migration, FAM/BHQ fluorescence. inhibition, % at 10.4 µM. 360,000 tested, 0.14% active;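 active = mean normalized replicate activity at least 40 and at least half of replicates scoring 40 or more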;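 note: 0% = median of neutral control wells and 100% = median of positive control wells; inhibitors cause a drop in the FAM fluorescence signal; in these data hits start at about 50%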
# The depositor's hits bear a star; / = not tested or not shown.
# Second line of a record – ARNT-TACC3 inh, esBAF inh, XiGFP reactiv, ERAP1 inh, RAD52 anneal inh, INS-1E GSIS act, F508del corr, RAD54 branch
COc1cc(CCC(=O)Nc2ccc(Br)c(C(F)(F)F)c2)cc(OC)c1OC
  -1, /, 0.0, /, /, -36, -0.4, -1
NC(=O)[C@@H]1CCCNc2c(F)cc([N+](=O)[O-])cc2C(=O)N[C@@H](CO)C(=O)NCC(=O)N1
  -1, -3, 0.0, 7, -1, 2, 0.9, 5
Cc1c(Cl)cnc(NC(=O)COC(=O)c2ccncc2)c1Cl
  /, -5, 0.0, 0, -56, -6, -4.8, 12
C[C@H](CO)N1C[C@H](C)[C@H](CN(C)S(=O)(=O)c2ccc(Cl)cc2)Oc2ccc(NC(=O)C3CCCCC3)cc2C1=O
  15, 1, -0.1, -2, 22, -27, -1.4, 6
Cc1ccc2nc(CN(C)C(=O)[C@H]3O[C@@H](n4cnc(C(N)=O)n4)[C@H](O)[C@@H]3O)[nH]c2c1
  /, /, 0.4, 1, -7, /, -3.9, /
CNC[C@H]1Oc2ccc(NC(=O)Cc3cn(C)c4ccccc34)cc2C(=O)N([C@@H](C)CO)C[C@@H]1C
  /, 1, -0.2, 0, -2, 2, 0.1, 8
COc1ccccc1C(=O)Nc1cccc(N(C)S(C)(=O)=O)c1
  -5, 6, /, /, /, 16, /, -1
O=c1[nH]c(=O)n(-c2ccccc2)c2c1C(C(F)(F)F)(C(F)(F)F)N=C(CCC1CCCCC1)N2
  -4, /, -0.1, /, /, 13, /, -10
Cc1cccc(NS(=O)(=O)c2ccc(OCC(=O)N3CCCC3)cc2)c1
  -2, 5, 0.0, 2, -13, -2, -0.6, 18
O=C(CSc1nc(O)cc(=O)n1-c1ccccc1)N1CCCCC1
  11, /, /, 0, -2, 15, -0.2, /
O=C(C[C@@H]1CC[C@H](NC(=O)C2CC2)[C@H](CO)O1)Nc1nccs1
  4, 1, -0.5, -1, -1, -1, -2.0, -1
Cc1ccc(-c2nc3ccc(Br)cn3c2Cc2ccccc2)cc1
  /, 26, 0.0, 1, -29, /, 5.5, -6
Cc1ccc(-c2nnc(N3CCCCC3)c3ccccc23)cc1S(=O)(=O)NCC1CCCO1 (stereo not given)
  -12, 15, /, 3, -4, -46, -1.3, 6
O=[N+]([O-])c1ccc2nc(Cl)nc(-c3ccccc3)c2c1
  7, -1, 0.2, 0, -23, 7, 2.8, -3
Cc1noc(C)c1S(=O)(=O)Nc1ccc2c(c1)C(=O)N([C@@H](C)CO)C[C@H](C)[C@H](CN(C)C(=O)c1ccccc1)OCCCC[C@H](C)O2
  -24, 2, 0.3, 2, 16, -14, -0.3, 0
Cc1ccc(S(=O)(=O)Nc2ccc3c(c2)C(=O)N([C@@H](C)CO)C[C@H](C)[C@H](CN(C)Cc2ccc(Oc4ccccc4)cc2)O3)cc1
  /, -3, 0.1, /, /, 11, 0.4, /
COc1ccccc1NC(=S)N(Cc1ccc(C)cc1)Cc1cccnc1
  -2, 4, 0.1, -3, -23, 15, -1.3, 0
CN(C(=O)CSc1ncnc2sccc12)C1CCS(=O)(=O)C1 (stereo not given)
  -4, -1, 0.2, -2, -35, 6, -5.2, 3
CCCCNC(=O)C1(C)CCC(=O)N1CCCn1ccnc1 (stereo not given)
  /, -3, -0.1, 7, -6, 2, 0.4, -8
NS(=O)(=O)c1ccc(NS(=O)(=O)c2ccc(C3CNC(=O)C3)cc2)cc1 (stereo not given)
  -8, -1, 0.2, -4, 9, 11, -0.3, 19
CS(=O)(=O)N(CC(=O)N1CCOCC1)c1cccc(Cl)c1
  /, -7, 0.0, 34*, -9, /, -1.8, 2
COc1ccccc1NC(=O)CN1CCC(c2nc3ccccc3[nH]2)CC1
  1, -7, 0.0, 4, -1, 10, -3.7, -1
c1ccc2c(c1)ccc1nnnn12
  -5, -3, 0.0, -5, -1, -7, 0.6, -20
CCC(=O)N(C)C[C@@H]1Oc2cc(C#CC3CCCCC3)ccc2S(=O)(=O)N([C@H](C)CO)C[C@@H]1C
  1, -4, 0.1, -2, 11, -6, 0.3, 7
CCC1CCCCN1CCCNC(=O)Cn1c(=O)c2cccn2c2ccccc21 (stereo not given)
  -3, 7, 0.0, 3, -15, 11, 2.6, 2
CCC(=O)N1CCN=C1SCc1cc(C)ccc1C
  -7, 5, 0.0, -1, -12, 9, 1.3, -11
COc1ccc(CN(C)C[C@@H]2Oc3ccc(NC(=O)C4CC4)cc3C(=O)N([C@H](C)CO)C[C@H]2C)cc1
  -7, -9, 0.0, 0, 8, 1, 1.4, 15
COc1ccc(OCCOC(=O)CNS(=O)(=O)c2ccc(SC)c([N+](=O)[O-])c2)cc1
  1, -7, 0.2, 2, -2, 0, 0.3, -8
C[C@H]1CN([C@@H](C)CO)C(=O)c2cccc(NC(=O)c3ccncc3)c2O[C@H]1CN(C)C
  -5, 0, 0.0, -3, 3, 4, -1.5, 0
COc1ccc(NC(=O)N(C)C[C@H]2Oc3ncc(-c4cccnc4)cc3C(=O)N([C@@H](C)CO)C[C@H]2C)cc1
  -1, 1, 0.4, -2, -3, 19, -3.2, 3

# Single records (already shown). Values in the order: ARNT-TACC3 inh	esBAF inh	XiGFP reactiv	ERAP1 inh	RAD52 anneal inh	INS-1E GSIS act	F508del corr	RAD54 branch
# COc1ccccc1NC(=O)CN1CCC(c2nc3ccccc3[nH]2)CC1 as listed: 1	-7	0.0	4	-1	10	-3.7	-1
# CS(=O)(=O)N(CC(=O)N1CCOCC1)c1cccc(Cl)c1 as listed: /	-7	0.0	34*	-9	/	-1.8	2
# CCC(=O)N(C)C[C@@H]1Oc2cc(C#CC3CCCCC3)ccc2S(=O)(=O)N([C@H](C)CO)C[C@@H]1C as listed: 1	-4	0.1	-2	11	-6	0.3	7

# Later entries.
# Second line of a record – ARNT-TACC3 inh, esBAF inh, XiGFP reactiv, ERAP1 inh, RAD52 anneal inh, INS-1E GSIS act, F508del corr, RAD54 branch
COc1cccc(N2CCN(C(=O)c3ccc(CS(=O)c4ccc(Cl)cc4)o3)CC2)c1 (stereo not given)
  6, -10, 1.1, -1, -7, -15, 8.4*, -12
COCCC(=O)N1CCc2c([nH]c3ccccc23)C1C(C)(C)C (stereo not given)
  -7, 1, -0.1, 23, -9, -28, -0.3, -1
COc1ccc(S(=O)(=O)N(CC(=O)NCc2ccco2)c2ccc(F)cc2)cc1
  4, 2, 0.0, -3, -19, -13, 3.5, 1
COc1ccc(NC(=O)COC(=O)CC2CCCC2)cc1Cl
  -4, /, 0.0, -4, -5, 25, -3.5, /
O=C(NCC[C@@H]1CC[C@@H](NS(=O)(=O)c2cccc(F)c2)[C@@H](CO)O1)C1CC1
  -15, -2, 2.0, /, 6, 4, 0.5, 6
Cc1cccc(NC(=O)CSc2nc3[nH]c(=O)cc(O)c3s2)c1
  /, 1, 0.0, -7, -425, 9, 2.2, 0
CC(=O)N1N=C(c2cccc([N+](=O)[O-])c2)OC1c1cccc(Br)c1 (stereo not given)
  3, -7, 0.0, -1, -9, 10, 3.5, -3
CCCc1nc2ccccc2c(C(=O)OCC(=O)N2CCc3ccccc32)c1CC
  -6, /, 0.0, 1, -14, 1, -2.4, -2
O=C(NC(=S)Nc1c(Cl)ccc2nsnc12)c1ccccc1F
  3, 6, 0.0, 2, 2, -2, 0.1, 3
CN1CCN(C(=O)[C@H]2[C@H](CO)[C@H]3Cn4c(cccc4=O)[C@H]3N2Cc2ccccc2F)CC1
  -6, -5, 0.3, 0, -14, 3, /, 7

# Taken from above.
# COc1ccc(NC(=O)COC(=O)CC2CCCC2)cc1Cl – ARNT-TACC3 inh = -4
# Cc1ccc(S(=O)(=O)Nc2ccc3c(c2)C(=O)N([C@@H](C)CO)C[C@H](C)[C@H](CN(C)Cc2ccc(Oc4ccccc4)cc2)O3)cc1 – F508del corr = 0.4
# COc1ccccc1C(=O)Nc1cccc(N(C)S(C)(=O)=O)c1 – INS-1E GSIS act = 16
# O=C(NC(=S)Nc1c(Cl)ccc2nsnc12)c1ccccc1F – ERAP1 inh = 2
# CCC(=O)N1CCN=C1SCc1cc(C)ccc1C – esBAF inh = 5
# O=C(NCC[C@@H]1CC[C@@H](NS(=O)(=O)c2cccc(F)c2)[C@@H](CO)O1)C1CC1 – F508del corr = 0.5

# (continued)
# Second line of a record – ARNT-TACC3 inh, esBAF inh, XiGFP reactiv, ERAP1 inh, RAD52 anneal inh, INS-1E GSIS act, F508del corr, RAD54 branch
Cn1ncc2c1NC(c1ccc(F)cc1)SCC2=O (stereo not given)
  /, 0, 0.1, 3, 3, -7, -0.7, -16
O=C(NC1CCN(Cc2cccc([N+](=O)[O-])c2)CC1)c1ccccc1
  /, 0, 0.1, -4, -2, 9, 0.2, 6
COc1cnc(-c2ccccc2)nc1Sc1ccccc1
  -7, /, 0.5, 1, -6, 15, -1.6, 3
C[C@@H]1CN([C@H](C)CO)C(=O)c2cc(-c3ccc(C(=O)N(C)C)cc3)cnc2O[C@H]1CN(C)C(=O)C1CC1
  /, 1, -0.6, 2, -2, -16, 1.3, 9
COCCN1Cc2cccc(C(=O)Nc3ccc(S(=O)(=O)N4CCCCCC4)cc3)c2C1=O
  2, /, 0.2, -1, 0, 5, -0.1, /
CC(C)CC(COCc1ccc(Cl)cc1)N1CCN(C(=O)c2ccc(C(F)(F)F)cc2)CCC1=O (stereo not given)
  -2, 2, 0.0, 3, 7, /, 5.1, 3
CCOc1ccccc1/C=N/OCC(=O)NCc1ccc(F)cc1
  -6, /, -0.2, 1, 13, 4, -2.1, /
CC1=C(C(=O)Nc2ccc(F)c(F)c2)C(c2cccs2)NC(=S)N1 (stereo not given)
  12, /, 0.2, 3, -6, -11, /, 1
CO[C@@H](CN(C)S(=O)(=O)c1ccccc1)[C@@H](C)CN(C(=O)Nc1ccccc1F)[C@@H](C)CO
  -7, 2, -0.1, -1, -4, 17, 1.0, -3
C[C@@H](C(=O)NCc1c(F)cccc1Cl)N1C(=O)N2CCc3c([nH]c4ccccc34)[C@@]2(C)C1=O
  -3, -18, /, 4, -7, /, -4.3, -17
Cn1nnc2cc(C(=O)Nc3ccccc3F)ccc21
  1, 12, /, -1, -13, 3, -0.6, /
Cc1cc(NS(=O)(=O)c2ccc(NC(=O)c3cnc4sccn4c3=O)cc2)nc(C)n1
  -1, -11, 0.0, -3, -9, /, 0.9, -2
CC/C(=N/NC(=O)CNc1ccc(Cl)cc1C)c1ccccc1
  -20, -11, 0.0, 0, 3, 10, -2.3, /
CCCC(O)(CCC)C(=O)NN1CCCCC1
  -7, -4, /, -1, -17, 10, -1.0, 3
N#C[C@@H]1[C@@H](c2ccc(-c3ccccc3F)cc2)[C@@H](CO)N1C(=O)c1ccccn1
  7, -2, -0.1, 0, -15, -2, -0.4, -10
CCc1nc(Nc2ccccc2F)c2oc3ccccc3c2n1
  -3, 1, 0.0, -3, -12, 8, 2.7, 5
CC(=O)c1c(-c2ccccc2)c2cc(Cl)ccc2[nH]c1=O
  -30, /, 0.2, 5, 5, 6, 0.1, /
COC(=O)c1ccc(N2CCc3ccccc32)c([N+](=O)[O-])c1
  44, 3, 0.0, -1, -2, -1, 2.0, -7
C[C@H](O)C#Cc1ccc([C@H]2[C@H]3CN(S(=O)(=O)Cc4ccccc4)CCCCN3[C@H]2CO)cc1
  -9, -1, 0.5, 3, -2, -7, 1.6, -4
Cc1cc(N2CCN(C)CC2)nc2ccc(NC(=S)N3CCN(c4ccccn4)CC3)cc12
  6, -8, 0.0, -2, 71*, -1, -2.9, /
O=C1C=C(c2ccc(Oc3ccccc3)cc2)C[C@@H](c2ccc(Cl)cc2)C1
  -3, 5, 0.0, 0, -9, -13, 0.8, -7
COc1ccc(-c2csc(Nc3ccccn3)n2)cc1OC
  -7, 74*, 0.1, 0, -12, 18, -0.8, 3
C/C=C/c1ccc([C@@H]2[C@H](CO)N[C@@H]2CN(C)S(=O)(=O)c2ccccc2)cc1
  14, 4, 0.5, /, /, 5, -4.0, 2
